SIRT5 block: SIRT5 desuccinylase inhibitors, primary screen, biochemical, fluorescence imaging, single point, set 5 | NAD-dependent protein deacylase sirtuin-5, mitochondrial (Homo sapiens), Q9NXA8 | Purified SirT5, succinyl-peptide AMC, trypsin-coupled fluorescence | inhibition, % at 15 µM | 330,000 compounds, 1.1% hits | AID 652115, 2013; in the data active = inhibition above about 15%; inconclusive = no clear call, values can overlap the other calls
PglD DTNB: C. jejuni PglD acetyltransferase inhibitors, primary screen, biochemical, DTNB colorimetric, single point; purified PglD enzyme, DTNB colorimetric CoA detection; inhibition, % at 12.5 µM; UDP-N-acetylbacillosamine N-acetyltransferase PglD (Campylobacter jejuni); 360,000 compounds, 0.098% hits; in the data active = inhibition above about 16%, passing the limit was not always enough; inconclusive = no clear call, values can overlap the other calls; note: strong numbers were not always called active
DENV2 CPE rescue: inhibitors of DENV2 cytopathic effect, primary screen, cell-based, plate reader, single concentration | DENV2-infected cells, cytopathic effect rescue | CPE inhibition, % at 9.99 µM | 350,000 compounds, 1.7% hits | AID 651640, 2012; in the data active = CPE inhibition above about 20%, passing the limit was not always enough; inconclusive = no clear call, values can overlap the other calls; tested in BHK-21 cells;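 note: 0% = median of neutral control wells and 100% = median of positive control wells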
S100A4 inh HTS: inhibitors of S100A4-myosin IIA peptide binding, primary screen, biochemical, fluorescence polarization, TAMRA-MyoIIA peptide | inhibition, % at 10.7 µM | AID 652163, 2013 | 360,000 compounds, 0.14% hits;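 active = mean inhibition of at least 70% across replicates, with every replicate also reaching that level; inconclusive = mean inhibition reaches 70% but some replicates fall short; inactive = mean inhibition below 70%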
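Material: human S100A4 monomer with TAMRA-labelled myosin IIA peptide; buffer or medium: HEPES pH 7.2 with CaCl2, KCl, NaCl, DTT, Triton; compound dosing: one concentration per compound; schedule: 5 min incubation before reading; benchmarks: neutral control DMSO, positive control TFP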
ERp5 inh: inhibitors of ERp5-driven insulin aggregation, primary screen, biochemical, turbidity, absorbance 650 nm, single point | Protein disulfide-isomerase A6 (Homo sapiens), Q15084 | 90 min | inhibition, % at 9.99 µM | 350,000 compounds, 0.05% hits | AID 651711, 2012;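 active = mean replicate inhibition above about 25%, with every replicate also reaching it, limit read from the data, passing the limit was not always enough; inconclusive = only one of those two criteria met; inactive = neither criterion met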
Target sequence (Q15084 whole entry, looked up): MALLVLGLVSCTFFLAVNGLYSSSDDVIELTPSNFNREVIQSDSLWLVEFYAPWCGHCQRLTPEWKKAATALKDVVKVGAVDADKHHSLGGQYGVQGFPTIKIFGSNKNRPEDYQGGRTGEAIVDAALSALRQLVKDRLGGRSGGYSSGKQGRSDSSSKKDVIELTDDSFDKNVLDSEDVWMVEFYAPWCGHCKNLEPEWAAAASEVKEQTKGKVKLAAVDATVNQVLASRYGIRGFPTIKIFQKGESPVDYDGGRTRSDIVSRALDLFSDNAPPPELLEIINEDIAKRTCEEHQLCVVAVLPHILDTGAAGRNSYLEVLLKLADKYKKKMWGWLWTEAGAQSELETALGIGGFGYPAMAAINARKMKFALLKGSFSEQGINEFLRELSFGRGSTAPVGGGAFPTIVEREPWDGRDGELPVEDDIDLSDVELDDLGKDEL
E-selectin induc: E-selectin induction in HUVECs, primary screen, imaging, HUVEC, immunofluorescence imaging, single point | P16581 | normalized: neutral wells 0, TNF-alpha wells 100 | 260,000 compounds, 0.37% hits | activation, % at 7.58 µM | AID 686992, 2013;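 active = mean E-selectin-positive cell signal at least 10% of the positive control, reached in at least 60% of replicates, without over 20% cell loss; inconclusive = no rule given, readout overlaps actives, possibly toxicity-flagged; inactive = the rest, including those meeting only one limit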;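 note: in these data hits start at about 27%; measured in HUVEC primary endothelial cells; signal is the percent of cells scored E-selectin positive by PE staining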
Target sequence (P16581 whole entry, looked up): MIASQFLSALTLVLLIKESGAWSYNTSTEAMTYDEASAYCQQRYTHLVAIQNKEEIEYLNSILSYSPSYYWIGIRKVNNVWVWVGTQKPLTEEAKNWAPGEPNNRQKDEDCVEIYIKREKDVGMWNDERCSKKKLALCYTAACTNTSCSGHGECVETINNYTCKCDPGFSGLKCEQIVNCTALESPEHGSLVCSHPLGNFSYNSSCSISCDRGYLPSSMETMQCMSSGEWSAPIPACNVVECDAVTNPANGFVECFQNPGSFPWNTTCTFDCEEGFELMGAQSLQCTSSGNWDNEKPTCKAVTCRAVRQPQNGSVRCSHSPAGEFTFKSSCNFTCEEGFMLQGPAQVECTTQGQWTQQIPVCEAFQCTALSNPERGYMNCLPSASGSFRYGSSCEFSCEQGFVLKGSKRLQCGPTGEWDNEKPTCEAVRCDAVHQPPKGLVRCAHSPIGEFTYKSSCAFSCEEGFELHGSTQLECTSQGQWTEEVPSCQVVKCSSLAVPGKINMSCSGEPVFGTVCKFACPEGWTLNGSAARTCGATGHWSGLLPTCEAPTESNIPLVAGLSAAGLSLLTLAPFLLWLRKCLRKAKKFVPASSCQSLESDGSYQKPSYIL
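Read-out basis: % PE-positive cells; Test system: HUVEC primary endothelial cells; Technique: immunofluorescence imaging; Dosing: single-point compound dose.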
C2C12 statin: suppressors of statin myotoxicity in C2C12 myotubes, primary screen, cell-based, single point, plate reader | 330,000 compounds, 0.78% hits | C2C12 myotubes + simvastatin, ATP luminescence, 48 h; scaled: DMSO 0, geranylgeraniol control 100 | rescue of ATP level, % at 7.49 µM;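 active = mean ATP rescue above about 67%, or every replicate alone reaching that limit, limit read from the data, passing the limit was not always enough; inconclusive = no clear call, values can overlap the other calls; inactive = mean under the limit and some replicate under it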;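 note: myotubes were challenged with 10 µM simvastatin during compound exposure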
An asterisk follows results filed as active; ? = inconclusive; . = no result given; & = joins results of further samples. These rows are one share of the data; rates above refer to the full screens.

SMILES	SIRT5 block	PglD DTNB	DENV2 CPE rescue	S100A4 inh HTS	ERp5 inh	E-selectin induc	C2C12 statin
NC(=O)CC(NC(=O)Cc1cccc2ccccc12)c1ccc(NC2CC3CCC2C3)c([N+](=O)[O-])c1 (configuration not stated)	10.4	2.9	8.8	10.6	-4.2	-0.1	-0.1
COc1ccc(NC(=O)N(C)C[C@H]2OCCCC[C@@H](C)Oc3ccc(NC(=O)NC4CCCCC4)cc3C(=O)N([C@@H](C)CO)C[C@H]2C)cc1	3.3	4.2	?	11.9	-1.7	.	.
CC(C)NC(=O)Nc1ccc2c(c1)C(=O)N([C@H](C)CO)C[C@@H](C)[C@H](CN(C)Cc1ccc(Cl)c(Cl)c1)OCCCC[C@@H](C)O2	4.6	0.7	15.1	4.3	0.1	.	.
CCCN1CCN(CCCNC(=O)CN2C(=O)COc3ccc(C(C)(C)C)cc32)CC1	.	.	-8.5	-2.9	0.0	-0.1	-0.4
O=C(Nc1ccc(S(=O)(=O)N2CCCC2)cc1)C1CC(=O)N(CCc2ccccc2)C1 (configuration not stated)	-1.0	-2.4	13.7	-4.2	3.1	.	7.1
O=C(Nc1ccc(NC(=O)c2ccccc2Cl)cc1)c1cccnc1	-5.1	-1.4	0.4	-4.4	4.2	0.0	.
Cc1c(Br)c([N+](=O)[O-])nn1CC(=O)NCCc1c[nH]c2ccccc12	0.7	-3.4	-5.3	4.9	5.0	0.1	5.1
Cc1ccc(S(=O)(=O)Nc2ccc3c(c2)C(=O)N([C@@H](C)CO)C[C@H](C)[C@H](CN(C)Cc2ccc4c(c2)OCO4)OCCCC[C@H](C)O3)cc1	9.3	-0.8	0.6	9.2	-2.9	-0.1	-26.1
COc1ccc(C(=O)/C=C(\C)Nc2ccc(NC(C)=O)cc2)cc1	4.4	4.1	?	-7.3	-0.7	.	1.5
CN(C)CCN(C(=O)c1ccc2c(c1)CCCC2)c1nc2c(F)cccc2s1	0.0	2.9	4.2	7.7	-7.3	.	0.1
O=C(CC1C(=O)NCCN1Cc1cccc(F)c1)NCCCCCN1CCOCC1 (configuration not stated)	-1.1	1.5	-9.4	27.5	1.8	-1.5	5.6
O=c1[nH]c2ccccc2n2cnnc12	-2.9	.	1.7	1.6	-6.8	.	.
CCc1ccccc1NC(=O)CSc1nnc(C2CC2)n1CC1CCCO1 (configuration not stated)	1.1	-6.1	3.8	-2.6	1.4	.	.
Cc1ccc(C)c(CC(=O)N2CCCC(c3cc(C(=O)NCc4ccccc4)no3)C2)c1 (configuration not stated)	2.1	-0.3	-1.2	0.2	0.7	0.5	1.8
Cn1c(=O)c2c(n(C)c1=O)n(C)c(=O)n2C	1.1	-4.0	?	-0.9	3.1	.	-4.5
O=C(CSc1nnc(Cn2c(=O)sc3ccccc32)n1-c1ccccc1)NCc1ccco1	7.6	2.7	5.8	-10.6	3.5	0.8	4.0
C[C@@H]1CN([C@H](C)CO)C(=O)c2cc(NS(=O)(=O)c3cn(C)cn3)ccc2O[C@H]1CN(C)C(=O)Nc1ccc2c(c1)OCO2	-3.8	4.8	2.5	-36.3	1.5	255.3*	-2.3
CC(=O)c1ccccc1OCCOCCOCCOc1ccccc1C(C)=O	0.2	-1.7	9.0	3.1	2.0	8.2	-19.1
O=C(OCc1cc2ccccc2[nH]c1=O)c1cccs1	1.7	-27.8	-0.5	4.0	3.3	.	.
COc1cccc(CNC(=O)CSc2ccc(-c3cccs3)nn2)c1	3.8	.	-1.6	-5.3	2.8	2.9	-0.9
C=CCC(C=C)[N+]1(CC(=O)OC)CCCCC1 (configuration not stated)	1.3	.	2.3	-7.2	-0.6	.	.
O=C(c1ccco1)c1cn(CC(=O)N2CCCCCC2)c2ccccc12	1.7	9.2	0.3	-0.9	-2.0	0.3	-4.5
Cc1ccc(-n2c(Cc3cccs3)nnc2SCC(N)=O)cc1	-5.7	.	.	1.8	0.8	.	.
COc1ccc(NC(=O)c2cc(C)no2)cc1OC	-3.2	.	11.4	1.2	4.0	-0.1	0.6
CC(=O)Nc1ccc(/C=N/NC(=O)c2cccs2)cc1	0.3	.	-10.0	5.2	-0.4	.	-2.6

Next part; it opens with the 4 that closed the last part.
SMILES	SIRT5 block	PglD DTNB	DENV2 CPE rescue	S100A4 inh HTS	ERp5 inh	E-selectin induc	C2C12 statin
O=C(c1ccco1)c1cn(CC(=O)N2CCCCCC2)c2ccccc12	1.7	9.2	0.3	-0.9	-2.0	0.3	-4.5
Cc1ccc(-n2c(Cc3cccs3)nnc2SCC(N)=O)cc1	-5.7	.	.	1.8	0.8	.	.
COc1ccc(NC(=O)c2cc(C)no2)cc1OC	-3.2	.	11.4	1.2	4.0	-0.1	0.6
CC(=O)Nc1ccc(/C=N/NC(=O)c2cccs2)cc1	0.3	.	-10.0	5.2	-0.4	.	-2.6
CCCP(=O)(CCC)CCP(=O)(c1ccccc1)c1ccccc1	-0.5	.	-5.6	1.8	-3.1	0.7	.
CNC(=O)COc1coc(CN2CCN(c3ccc(F)cc3)CC2)cc1=O	-2.4	1.4	-6.3	0.8	0.1	0.3	2.7
Cc1ccccc1-c1ccc([C@H]2[C@H]3CN(C(=O)NC4CCCC4)CC(=O)N3[C@H]2CO)cc1	-1.8	.	-9.3	7.4	5.1	-0.2	.
Cc1ccc(NC(=O)CCc2c(C)nn(-c3ccc(N4CCOCC4)nn3)c2C)cc1C	-3.1	0.2	3.4	1.8	-0.2	.	5.9
COc1ccc(CNC(=O)C[C@H]2C[C@H](C(=O)N3CCCCC3)[C@@]3(C)c4[nH]c5cc(CCC(=O)N(C)C)ccc5c4CCN3C2=O)cc1OC	-5.3	4.0	4.8	-2.1	4.1	1.8	-3.8
Cc1cc(C)nc(SCC(CSc2nc(C)cc(C)n2)C(=O)O)n1	3.1	.	-6.2	-1.2	4.3	.	0.0
O=C(NC(Cc1ccccc1)C(=O)N1CCCC(C(F)(F)F)C1)c1ccccc1 (configuration not stated)	-1.0	-3.0	17.9	-1.0	3.2	-0.2	0.9
CC(C)CNC1CS(=O)(=O)CC1O (configuration not stated)	-6.4	-1.9	6.1	0.8	-0.2	3.7	.
N#C[C@@H]1[C@H](c2ccccc2-c2ccccc2)[C@H](CO)N1C(=O)NC1CCCCC1	-1.5	.	-1.1	15.6	-1.6	0.3	.
Cc1cc(=O)oc2c(C)c(OCC(=O)NCCCN3CCCC3=O)ccc12	-1.5	-1.6	-1.9	-2.4	-7.2	.	7.3
COc1cccc(NC(=O)CN(C)S(=O)(=O)c2ccc3c(c2)n(C)c(=O)c(=O)n3C)c1	-2.4	-3.8	0.0	-5.2	3.0	.	-1.5
O=C(CCCc1ccncc1)c1ccccc1	1.4	.	5.9	0.4	-4.0	-0.1	.
Cn1cccc1C(=O)N1CCN(S(=O)(=O)c2ccccc2)CC1	-3.7	.	-1.7	0.7	3.5	-0.2	.
O=C(CSC1=NCCS1)N1N=C(c2cccs2)CC1c1ccc(F)cc1 (configuration not stated)	-1.3	-0.4	5.4	8.2	5.9	-0.4	-7.8
CC(=O)N[C@H]1C=C[C@H](CC(=O)NCC2CCCCC2)O[C@@H]1CO	-3.3	-1.2	9.7	9.6	1.0	-0.5	3.4
COc1cc(C(=O)N/C(=C\c2cn(C)c3ccccc23)C(=O)NCCCN2CCOCC2)cc(OC)c1OC	3.1	-3.0	5.0	-3.4	0.9	-0.2	4.7
COc1ccc(-c2csc(Nc3cccc(C)n3)n2)cc1	1.1	1.6	-1.0	5.1	-1.9	0.9	-11.9
N#CCCN(Cc1ccccc1)S(=O)(=O)c1cccs1	-1.5	-17.4	?	-9.2	1.7	-0.1	2.1
CSC1=Nc2ccccc2N=C(N2CCCC2)C1	.	.	?	3.0	2.7	-0.1	.
CC1=CN2C(=NC(=O)CC2(C)C(=O)N(CC(=O)NC2CCCC2)Cc2ccc(Cl)cc2)C=C1 (configuration not stated)	-26.9	-7.0	-1.7	-4.3	4.7	.	4.4
Cc1cccc(C(=O)Nc2cccc3cccnc23)c1	.	-0.1	-4.6	-1.7	2.9	.	2.2
C[C@H](CO)N1C[C@H](C)[C@@H](CN(C)S(=O)(=O)c2ccccc2)Oc2ccc(NC(=O)C3CC3)cc2C1=O	1.7&-0.1	-2.6&-5.5	2.7&10.8	-2.3&-4.9	-2.0&23.1	-0.1	-6.3&-6.1
CCO[C@@H]1OC(C(=O)NCc2ccccc2)=C[C@H](c2cn(C(C)=O)c3ccccc23)[C@H]1CCCO	3.3	-6.3	-11.6	4.9	-0.4	0.0	4.5
CCOC(=O)c1c(NC(=O)c2c(Br)cnn2C)c(C#N)nn1-c1ccccc1	-3.8	0.1	5.3	-6.5	-3.3	.	15.3
O=C(CN1C(=O)c2ccccc2C1=O)Nc1cccnc1	-3.0	3.6	.	-1.6	14.7	.	7.1
(next part)
SMILES	SIRT5 block	PglD DTNB	DENV2 CPE rescue	S100A4 inh HTS	ERp5 inh	E-selectin induc	C2C12 statin
CC(C)(C)C1CCc2onc(C(=O)O)c2C1 (configuration not stated)	-4.8	.	-6.1	1.5	-1.0	.	-2.0
CCOC(=O)c1ccc(NC(=O)c2cc(F)c(F)cc2Cl)cc1	-0.7	-3.2	?	-1.7	-3.4	.	1.9
CCOC(=O)N1CCN(S(=O)(=O)N2CCCC(C(=O)NCCCN3CCCCC3)C2)CC1 (configuration not stated)	-0.2	0.5	15.1	-7.2	-10.4	.	5.6
OC[C@@H]1[C@@H](c2ccccc2)C2(CN(Cc3nccs3)C2)N1CC1CCOCC1	-4.9	.	14.8	-6.0	-1.8	0.0	.
CC(C)OC(=O)CSc1nc(Cc2cccs2)nc2ccccc12	0.0	.	0.1	-1.9	-6.4	.	.
O=C(COC(=O)C1CC1)NCc1ccc(Cl)cc1Cl	-2.2	-4.1	-6.3	-3.0	-16.6	-0.1	12.0
C[C@H](CO)N1C[C@H](C)[C@@H](CN(C)Cc2ccccc2)Oc2cc(C#CCN(C)C)ccc2S1(=O)=O	-0.2	-1.2	-9.1	13.1	9.5	0.3	-94.0
O=C(COC(=O)CC12CC3CC(CC(C3)C1)C2)Nc1cccnc1Cl	-3.2	.	.	3.2	-9.5	2.4	.
Cc1ccc(S(=O)(=O)N(C)C[C@@H]2Oc3c(NC(=O)NC4CCCCC4)cccc3C(=O)N([C@@H](C)CO)C[C@@H]2C)cc1	11.3	-0.4	17.9	-3.8	3.2	0.4	-17.2
O=C(N[C@@H]1CC[C@H](CCn2cc(C3CCCC3)nn2)O[C@H]1CO)c1cccnc1	-2.8	.	2.1	-17.7	-2.5	1.2	.
CC(C)NC(=O)N(C)C[C@@H]1Oc2ccc(NC(=O)Nc3cccc4ccccc34)cc2CC(=O)N([C@@H](C)CO)C[C@@H]1C	-2.2	-1.7	0.3	28.4	4.0	0.7	?
COCC(=O)Nc1ccc2c(c1)[C@H]1C[C@@H](CC(=O)NCc3ccccn3)O[C@H](CO)[C@H]1O2	10.9	2.5	4.0	-2.0	-7.8	1.4	2.9
C/C(=N/NC(=O)c1nnn(-c2nonc2N)c1-c1ccccc1)c1ccc2c(c1)OCO2	0.0	-4.4	9.2	-1.4	-0.9	0.2	-45.0

From PubChem BioAssay
